# Source: PubChem
# Growth percent in the NCI-60 one-dose screen (48 h, 10 µM unless noted): 100 = growth as untreated, 0 = no growth, -100 = all killed.
# CCRF-CEM: CCRF-CEM leukemia; AID 1794778; 7% of 77,000 active
# HOP-92: HOP-92 NSCLC cells; AID 1794738; 6.3% of 71,000 active
# RPMI-8226: RPMI-8226 leukemia cells; 7.5% of 77,000 active
# MOLT-4: MOLT-4 leukemia cells | 6.9% of 80,000 active
# HOP-62: HOP-62 NSCLC | 3.9% of 80,000 active | AID 1794735
# SR: SR leukemia cells; 8.7% of 73,000 active
# K-562: K-562 leukemia | 7.4% of 78,000 active | AID 1794777
# MDA-MB-435: MDA-MB-435 melanoma | AID 1794794 | 7.8% of 82,000 active
# The depositor's hits bear a star; . = no result given; & = joins results of further samples. How the source made its calls: active means growth percent below 10; inactive means the rest. Outcome played no part in choosing rows, and some 14% of all compounds hit somewhere here.
# Results follow in this order: HOP-62	K-562	HOP-92	SR	RPMI-8226	CCRF-CEM	MDA-MB-435	MOLT-4
O=C1c2ccccc2-c2ccc(-c3ccc4c5c(cccc35)C(=O)c3ccccc3-4)c3cccc1c23
 : 101	106	83	105	103	97	101	105
COc1ccc(/C=N\NC(=O)N/N=C/c2ccc(OC)cc2)cc1
 : 100	92	86	89	98	97	112	95
O=C1CCC(N2C(=O)c3cccc(NCCCC4CCN(CCNC(=O)c5cc6c(o5)C(=O)c5ccccc5C6=O)CC4)c3C2=O)C(=O)N1 (stereo not given)
 : -53*	3.0*	49	15	.	21	-97*	22
CN(C)/C=C1\SC(=Nc2ccc(Cl)cc2)NC1=O
 : 114	101	102	123	108	106	104	101
COc1cc(-c2nc3sccn3c2-c2ccnc(S(C)(=O)=O)n2)ccc1F
 : 108	90	.	86	92	92	92	84
Clc1ccc(N=C(Nc2ccc(Cl)cc2)c2ccccc2)cc1
 : 100	78	38	80	72	84	97	75
N#CC1C(=O)NC(c2ccccc2)=CC1c1ccccc1 (stereo not given)
 : 104	97	69	88	96	81	108	96
COc1cccc(-c2nc3[nH]nc(SC)c3c(=O)[nH]2)c1
 : 108	114	.	112	.	103	109	116
Cc1cc(Cc2cc(C)c(O)c(C)c2)cc(C)c1O
 : 50	13	.	25	58	.	-29*	23
O=c1nc(Oc2ccccc2)nc2ncccn12
 : 85	93	60	89	85	81	102	98
O=C1/C(=C/C=C/c2ccco2)SC(=S)N1CCc1ccccc1
 : 111	86	79	94	86	86	94	95
COc1ccc(-c2cc(-c3cccn3C)c(C#N)c(=O)n2C(C)=O)cc1OC
 : 93	75	88	80	106	90	98	85
O=C(NCc1ccccc1)C(c1ccc(O)cc1)N(C(=O)CCc1ccc(O)cc1)C1CC1 (stereo not given)
 : 100	.	86	99	97	100	108	101
CCC(C)[C@H]1OC(=O)[C@H](C(C)C)N(C)C(=O)[C@@H](C(C)C)OC(=O)[C@H](C(C)C)N(C)C(=O)[C@@H](C(C)CC)OC(=O)[C@H](C(C)C)N(C)C1=O (stereo not given in full)
 : 8.8*	8.0*	-20*	7.4*	-20*	9.1*	16	-24*
Cn1c(N)c(C=O)c(=O)n(C)c1=O
 : 100	98	95	108	88	103	111	100
COC1=CC(C)C2CC3OC(=O)CC4C(C)=C(OC)C(=O)C(C2(C)C1=O)C34C (stereo not given)
 : 102	105	87	84	.	88	122	95
CC(=O)Nc1ccc(S(=O)(=O)Nc2ccc(NS(=O)(=O)c3ccc(NC(C)=O)cc3)cc2)cc1
 : 92	110	118	107	107	100	113	105
COc1cc(-c2nc(C(=O)NCCC(=O)O)nn2-c2ccc(Cl)cc2)cc(OC)c1OC
 : 99	.	95	99	104	101	106	107
CCCN(Cc1ccc(CN(CCC)C(=O)C(Cl)Cl)cc1)C(=O)C(Cl)Cl
 : 100	53	79	22	66	34	81	62
CC(OC1CCC(OC2NCC(C(F)(F)F)CC2Cl)CC1)C(=O)NCCCCC(NC(=O)COCCOCCNC(=O)c1ccc(N2CCN(Cc3ccc(Cl)cc3)CC2)c([N+](=O)[O-])c1)C(=O)NCCCCC(NC(=O)COCCOCCNC(=O)C(NS(=O)(=O)C1CCC(N=NC2CCC(N(C)C)CC2)CC1)C(C)C)C(=O)NCCOCCOCC(=O)NC(CCCCNC(=O)CN1CCN(CC(=O)O)CCN(CC(=O)O)CCN(CC(=O)O)CC1)C(=O)O (stereo not given)
 : 98	103	92	78	93	92	104	104
CCCCCCCCCCC(O)C(=O)O (stereo not given)
 : 90	107	.	.	.	.	113	108
COc1ccc(C(O)CCl)c2ccccc12 (stereo not given)
 : 103	88	86	91	100	101	100	96
N#C/C(=C\c1ccncc1Br)c1nc2ccccc2s1
 : 91	58	83	25	67	65	82	31
[O-][n+]1onc(-c2ccccc2)c1N1CCOCC1
 : 109	.	89	.	112	102	103	.
Clc1nc(-c2cccnc2)nc2sc3c(c12)CCCCCC3
 : 98	101	86	88	97	83	97	90
CC1=C(C)C(=O)C(N2CCN(c3ccc(C)cc3)CC2)=C(Cl)C1=O
 : 89	76	91	84	77	38	96	75
Cc1ccc2[nH]c(O)c(N=Nc3nc(-c4ccc(F)cc4)c(C#N)c(=O)[nH]3)c2c1
 : 98	89	90	101	100	100	101	102
COc1cccc(C=C2C(=O)OC(C)(C)OC2=O)c1
 : 70	109	84	108	96	104	101	100
CN(CC(O)c1ccccc1)c1ccccc1 (stereo not given)
 : 97	97	121	86	68	61	87	104
CCN(CC)CCn1c(CO)nc2c1c(=O)n(C)c(=O)n2C
 : 84	103	80	92	99	101	104	90
NN1C(=O)c2ccccc2C1=O
 : 99	107	87	89	99	100	110	98
Cc1ccc(C(=O)NN2C(=O)CSC2c2ccc(N(C)C)cc2)cn1 (stereo not given)
 : 102	56	87	102	128	94	106	57
S=C(N/N=C/c1cccc(I)c1)NC12CC3CC(CC(C3)C1)C2
 : 126	87	.	69	79	69	86	74
CCOC(=O)c1[nH]c(Cc2[nH]c(C)c(C(=O)OCC)c2C)c(C(=O)OCC)c1C
 : 94	75	96	67	74	64	99	49
CCOC(=O)c1[nH]n(-c2ccccc2)c(=O)c1/C=N/C(=S)NCc1ccccc1
 : 88	103	73	99	100	95	99	100
CC(C)CN1CC(C)C(=O)NC1=S (stereo not given)
 : 107	113	.	.	102	99	112	108
C=C(C)[C@@H]1CC[C@]2(C(=O)N[C@@H](Cc3ccccc3)C(=O)OC)CC[C@]3(C)[C@H](CC[C@@H]4[C@@]5(C)CCC(=O)C(C)(C)[C@@H]5CC[C@]43C)[C@@H]12
 : 94	.	58	85	85	85	91	65
O=C1NC(=S)N/C1=C\c1ccccc1O
 : 102	101	108	69	108	.	107	88
O=C(N/N=C\c1ccc([N+](=O)[O-])cc1)C1CC1
 : 110	117	87	114	99	81	114	83
CCCCCOC(=O)Nc1ncccn1
 : 80	85	87	113	95	94	109	98

# Among those listed so far, 7 contain an aryl methoxy group:
# Results follow in this order: HOP-62	K-562	HOP-92	SR	RPMI-8226	CCRF-CEM	MDA-MB-435	MOLT-4
COc1ccc(/C=N\NC(=O)N/N=C/c2ccc(OC)cc2)cc1
 : 100	92	86	89	98	97	112	95
COc1cc(-c2nc3sccn3c2-c2ccnc(S(C)(=O)=O)n2)ccc1F
 : 108	90	.	86	92	92	92	84
COc1cccc(-c2nc3[nH]nc(SC)c3c(=O)[nH]2)c1
 : 108	114	.	112	.	103	109	116
COc1ccc(-c2cc(-c3cccn3C)c(C#N)c(=O)n2C(C)=O)cc1OC
 : 93	75	88	80	106	90	98	85
COc1cc(-c2nc(C(=O)NCCC(=O)O)nn2-c2ccc(Cl)cc2)cc(OC)c1OC
 : 99	.	95	99	104	101	106	107
COc1ccc(C(O)CCl)c2ccccc12 (stereo not given)
 : 103	88	86	91	100	101	100	96
COc1cccc(C=C2C(=O)OC(C)(C)OC2=O)c1
 : 70	109	84	108	96	104	101	100

# Further structures.
# Results follow in this order: HOP-62	K-562	HOP-92	SR	RPMI-8226	CCRF-CEM	MDA-MB-435	MOLT-4
Nc1c(C(=O)Nc2cccc3ccncc23)sc2nc3c(cc12)C(=O)CCC3
 : 63	25	70	33	65	22	-35*	85
COC1=CC(n2cccc2)=N/C1=C\c1[nH]c(C)c(C(=O)OCc2ccccc2)c1C
 : 89	.	79	.	89	82	99	.
O=C1NC(=O)C(c2ccc(Cl)cc2)(c2ccccc2Cl)N1 (stereo not given)
 : 101	114	75	119	79	102	103	130
O=C1CC(c2nc3ccccc3s2)CN1Cc1ccccc1 (stereo not given)
 : 100	.	88	.	96	94	101	.
N#CC1C=Cc2c(ccc3ccccc23)N1C(=O)c1ccccc1 (stereo not given)
 : 50	17	51	14	38	20	-31*	19
Cc1ccc(C2CC(c3ccc(NC(=S)Nc4ccccc4)cc3)=NN2c2ccc(S(C)(=O)=O)cc2)cc1 (stereo not given)
 : 111	101	94	100	104	96	108	96
Cc1ccccc1NC(=O)N/N=c1\cc(C)c2ccc(O)cc2o1
 : 102	90	81	96	98	100	114	95
Fc1cccc(-c2ccc3c(c2)C2(CCNCC2)CN3)c1
 : 105	93	91	110	96	119	108	92
CN(C)c1ccc(/C=C/C(=O)c2ccccc2)cc1
 : 81	32	88	25	76	66	29	76
COc1ccc(C2=Nc3c(N)nc(N)nc3NC(c3ccc(Oc4nc(Nc5ccc(F)cc5)nc(N(C)C)n4)c(OC)c3)C2)cc1 (stereo not given)
 : 82	30	17	-29*	36	50	82	18
CCOC(=O)CC(S(=O)(=O)c1ccccc1)S(=O)(=O)c1ccccc1
 : 109	79	90	89	97	63	107	87
CCCCCCCC/C=C\CCCCCCCC(=O)OCCCCCCCCCCCCCCC
 : 120&106	123&105	.	147&111	125&95	108	105&104	127&110
COc1ccccc1NC(=O)Nc1ccc(-c2nc3ccccc3o2)cc1
 : 96	83	111	69	97	101	104	75
O=C(Nc1ccccc1O)c1ccc(Oc2cccc(C(=O)Nc3ccccc3O)c2)cc1
 : 6.4*	-29*	31	-29*	9.0*	-6.4*	28	-28*
O=C(COc1ccc(-c2nc3cc(Cl)c(Cl)cc3[nH]2)cc1)N=Nc1c(O)[nH]c2ccc([N+](=O)[O-])cc12
 : 86	60	78	46	102	33	86	53
CO/N=C(\C)c1ccc(NC(=O)CN2CCN(c3cc4c(cc3F)c(=O)c(C(=O)O)cn4C3CC3)CC2)cc1
 : 82	75	106	86	106	103	91	93
CC(=O)c1cc(C(=O)c2ccc(Br)cc2)n2cc(C)cc(C)c12
 : 86	93	99	77	63	97	98	87
NCCN1CCNCC1
 : 103	106	100	100	79	97	105	102
CC(=O)NC1C(O[C@H]2C[C@H]3[C@@H]4CC=C5C[C@@H](O)CC[C@]5(C)[C@H]4CC[C@]3(C)[C@H]2[C@H](C)C(=O)CCC(C)C)OCC(O)C1O (stereo not given in full)
 : 52	0.6*	.	19	-9.8*	12	35	-8.2*
CSc1nc(NCCO)c(C#N)c(-c2cccc([N+](=O)[O-])c2)n1
 : 92	91	79	.	103	99	100	99
C#CC(=O)Nc1cccc(Nc2nc3c(c(NCc4ccccc4)n2)CCCC3)c1
 : -83*	-22*	-72*	-27*	-24*	-8.5*	-71*	-25*
CC1(c2ccccc2)CO1 (stereo not given)
 : 97	106	96	104	103	98	113	100
COc1ccccc1Cn1cc2c(c1-c1ccccc1)CCCc1cnoc1-2
 : 89	77	40	78	84	91	91	87
N#Cc1cnc(NC2C3CC2C3)nc1-n1cnc2ccccc21 (stereo not given)
 : 86	95	96	51	78	94	73	72
N#Cc1nc(-c2ccccc2)oc1N1CCC(S(=O)(=O)N2CCCCC2)CC1
 : 102	101	100	91	96	105	100	108
Cc1cc2c(c3c1C(=O)CC3)C(C)(C)C(C)C2(C)C (stereo not given)
 : 80	96	87	119	95	108	107	.
COCC(O)CN1CCN(c2ccccc2)CC1 (stereo not given)
 : 92	84	83	94	90	92	100	94
CC(=O)NC(Cc1c[nH]c2ccccc12)C(=O)O (stereo not given)
 : 105	127	104	158	109	108	119	131
O=S(Cc1ccccc1)Cc1ccccc1
 : 96	96	80	80	101	.	101	78
N#CCCN1C/C(=C/c2ccccc2)C(=O)/C(=C/c2ccccc2)C1
 : 60	2.2*	.	-2.0*	-14*	-1.1*	-31*	4.6*
NC(=O)CC1C=CCC1 (stereo not given)
 : 103	96	106	106	97	82	102	96

# Record cards, as listed above:
# O=S(Cc1ccccc1)Cc1ccccc1 is listed as HOP-62: 96; K-562: 96; HOP-92: 80; SR: 80; RPMI-8226: 101; CCRF-CEM: .; MDA-MB-435: 101; MOLT-4: 78
# N#Cc1cnc(NC2C3CC2C3)nc1-n1cnc2ccccc21 (stereo not given) is listed as HOP-62: 86; K-562: 95; HOP-92: 96; SR: 51; RPMI-8226: 78; CCRF-CEM: 94; MDA-MB-435: 73; MOLT-4: 72
